High-throughput results as filed in PubChem.
IDH1 R132H inh = inhibitors of human mutant IDH1 R132H. O75874. IDH1-R132H enzyme, NADPH consumption, diaphorase/resazurin fluorescence. Potency, µM (series often up to 76.6 µM), for inactives: at the top dose activity change, negative = inhibition, usual class: inhibitors. 390,000 tested, 0.093% active; further: potency means the concentration at half of the fitted maximal effect; on the % scale 0 is the no-effect control and ±100 the full control effect; nearly all actives have a fitted effect of over 65% in size
Target sequence (O75874 whole entry R132H, stated change not applied): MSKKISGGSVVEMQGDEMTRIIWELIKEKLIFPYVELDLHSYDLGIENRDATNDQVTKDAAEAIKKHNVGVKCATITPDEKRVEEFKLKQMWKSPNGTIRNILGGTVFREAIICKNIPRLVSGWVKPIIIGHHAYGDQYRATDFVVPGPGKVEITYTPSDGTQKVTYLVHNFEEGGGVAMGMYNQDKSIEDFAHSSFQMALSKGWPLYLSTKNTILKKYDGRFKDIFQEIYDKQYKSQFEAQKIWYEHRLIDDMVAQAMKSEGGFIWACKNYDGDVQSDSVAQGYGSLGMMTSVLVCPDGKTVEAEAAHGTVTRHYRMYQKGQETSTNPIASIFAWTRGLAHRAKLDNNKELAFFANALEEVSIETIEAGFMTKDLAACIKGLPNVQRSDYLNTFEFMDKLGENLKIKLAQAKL
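IDH1-R132H (0.5 ug/mL dispensed) in pH 7.5 Tris buffer was preincubated 30 min with compound, then given a substrate mix of 0.016 mM NADPH and 2 mM alpha-KG for 80 min at room temperature; remaining NADPH was read by diaphorase/resazurin fluorescence.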
TRHR agonist = TRH receptor (human) agonism. P34981. TRHR cells, calcium flux fluo-8, FDSS agonist mode. activation, % at 2 µM. 360,000 tested, 0.18% active. AID 493084; in the data active means activation above about 30%; further: 0% is about no effect
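Steps: seed TRHR cells overnight; add fluo-8 no-wash Ca dye, RT 30 min–1.5 h; record 10 s baseline; pin-transfer compounds; monitor fluorescence 1 cycle/s for the agonist window. Calcium increases flag candidate agonists.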
D2 ag = agonists of human D2 dopamine receptor | activation, % at 2 µM | P14416 | HEK293 T-REx D2 cells, calcium flux agonist mode | 340,000 tested, 0.53% active | AID 485358;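 active means activation over 3 SD above normal in the single-dose calcium agonist read, cut at about 30% in these data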; further: 0% is about no effect
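HEK293 Trex D2 cells, tetracycline-induced, o/n 30 C 5% CO2; no-wash Ca dye, RT 30–90 min; 10-cycle baseline, 23 nl cpd added, kinetic Ca read 180 s; agonist hits = positive Ca response.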
PI4K2A block = PI4K2A (human) kinase inhibition; Q9BTU6; purified PI4K2A, ADP-Glo luminescence, 1 h; active compounds read low; activity change, negative = inhibition, % at 76.9 µM; 420,000 tested, 0.13% active; in the data active means activity change below about -50%; inconclusive means mostly about -30% to -49%;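 further: -100% = wells without enzyme as full effect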
Target sequence (Q9BTU6 whole entry, looked up): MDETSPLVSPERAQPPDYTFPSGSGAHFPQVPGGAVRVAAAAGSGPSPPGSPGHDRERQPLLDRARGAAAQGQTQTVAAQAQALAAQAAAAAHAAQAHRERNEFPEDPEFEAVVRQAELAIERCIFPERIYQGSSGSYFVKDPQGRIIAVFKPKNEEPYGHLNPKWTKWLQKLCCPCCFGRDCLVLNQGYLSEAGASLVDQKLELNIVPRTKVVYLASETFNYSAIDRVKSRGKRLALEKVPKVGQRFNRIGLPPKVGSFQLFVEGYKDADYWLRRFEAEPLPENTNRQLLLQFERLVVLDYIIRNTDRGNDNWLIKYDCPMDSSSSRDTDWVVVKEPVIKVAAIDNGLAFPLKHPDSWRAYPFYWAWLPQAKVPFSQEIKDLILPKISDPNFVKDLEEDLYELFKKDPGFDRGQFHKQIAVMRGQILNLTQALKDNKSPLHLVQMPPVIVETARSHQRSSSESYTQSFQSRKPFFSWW
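ADP-Glo luminescence measured ADP generated by PI4K2A enzyme (4 ug/mL before mixing) with 1.2 mM PI substrate (pre-mix) and 300 microM ATP (pre-mix). Tris pH7.5 buffer with MgCl2, Triton X-100; 1 h reaction at ambient temperature.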
TrxR1 substrate = is turned over as a substrate by rat TrxR1. purified TrxR1 substrate turnover, NADPH consumption readout. O89049. Potency, µM (highest dose often 114 µM), inactives show at the highest dose activity change, negative = substrate turnover. 390,000 tested, 0.01% active; further: potency means the concentration at half of the fitted maximal effect; on the % scale 0 is the no-effect control and ±100 the full control effect; nearly all actives have a fitted effect of over 50% in size
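Rat TrxR1, dispensed at 90 nM, was prereduced with 400 uM NADPH (final) for 5 min at ~22 deg C, then incubated with compound 15 min before 400 uM selenite. A first-read NADPH fluorescence drop versus no-compound background flagged substrates.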
D2 antag = D2 dopamine receptor (human) antagonism; inhibition, % at 10 µM; HEK293 TREx D2 cells, calcium flux, dopamine EC80; 340,000 tested, 2% active; AID 485344; P14416; in the data active means inhibition above about 30%; further: 0% is about no effect
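Measurement of antagonist activity uses fluorescent calcium dye in inducible HEK293 T-REx D2 cells: 10 s baseline, compound addition with 180 s read, EC80 dopamine addition with a further 180 s read.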
rTrxR1 inhibitor = inhibitors of rat thioredoxin reductase 1. O89049. recombinant rTrxR1, NADPH fluorescence consumption, selenite substrate. Potency, µM (titrated, usually from 114 µM), inactives show top-dose activity change, negative = inhibition, usual class: inhibitors. 390,000 tested, 1% active. AID 588453; further: potency means the concentration at half of the fitted maximal effect; on the % scale 0 is the no-effect control and ±100 the full control effect; nearly all actives have a fitted effect of over 65% in size
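Rat TrxR1 (90 nM in the dispensed reagent) was pre-reduced with 400 uM NADPH for 5 min at room temperature, then incubated with compound for 15 min. After 400 uM selenite was added, NADPH fluorescence (Ex 340/Em 450 nm) was followed for 8 min.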
USP1-UAF1 inh = inhibitors of human USP1/UAF1 deubiquitinase. recombinant USP1/UAF1, Ub-Rhodamine cleavage fluorescence. Potency, µM (series often up to 57.1 µM), for the others: top-dose activity change, negative = inhibition, most hits filed as inhibitors. O94782. 390,000 tested, 0.23% active. AID 743255; further: potency means the concentration at half of the fitted maximal effect; on the % scale 0 is the no-effect control and ±100 the full control effect; nearly all actives have a fitted effect of over 60% in size; inactives centre near -12
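USP1/UAF1 complex at 1 nM was preincubated with compound for 15 min at room temperature, then Ub-Rho substrate (150nM final) was added. Fluorescence (480/540 nm) was read kinetically, 6 reads every 60 seconds.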
TRHR enhancer = allosterically enhances the human TRH receptor; P34981; TRHR cells, fluo-8 calcium fluorescence, EC20 TRH enhancement; enhancement, % at 2 µM; 360,000 tested, 0.66% active; in the data active means enhancement above about 30%; further: 0% is about no effect
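TRHR-expressing cells loaded with fluo-8 calcium dye were read kinetically (ex 480/em 530) during compound addition, then stimulated with an EC20 of TRH (10 nM final). Enhancement of the Gq-mediated intracellular calcium response was scored.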
The depositor's hits bear a star; ? = inconclusive; / = not tested or not shown; & = joins results of further samples; [ ] = another dose, or the depositor's remark. Unless noted, the call rests on the fitted dose curve; in most records, active means well fitted inhibition curve with a large enough effect; inconclusive means small, poorly fitted or top-dose-only effect; inactive means no such curve, though single readings can be large or run the other way.

Structure	D2 antag	TRHR agonist	USP1-UAF1 inh	rTrxR1 inhibitor	TrxR1 substrate	PI4K2A block	IDH1 R132H inh	TRHR enhancer	D2 ag
COc1ccc(/C=N/NC(=O)Cn2cnc3c2c(=O)n(C)c(=O)n3C)cc1	9	0.2	-12%	-20%	-21%	27	0%	-1	-0.7
CCOC(=O)N1CCC(N2CCN(S(=O)(=O)c3ccc(OC)cc3)CC2)CC1	1	0.6	-22%	8%	3%	3	10%	-7	0.4
CC1C(=O)Nc2ccc(S(=O)(=O)N3CCN(c4cccc(C(F)(F)F)c4)CC3)cc2NC1=O (stereo not given)	-1	-0.5	-6%	12%	-7%	-4	3%	0	0.5
CCCCN(C(=O)c1cc(-c2ccncc2)nc2ccccc12)c1c(N)n(CC(C)C)c(=O)[nH]c1=O	/	/	-19%	-3%	-3%	-4	-8%	/	/
O=C(COC(=O)c1cccc(S(=O)(=O)N2CCCC2)c1)Nc1ccccc1	-4	0.3	-6%	26%[57.1 µM]	6%[57.1 µM]	0	0%	-1	-0.4
CCOc1ccc(C2C(C(=O)c3ccco3)=C(O)C(=O)N2CCN2CCOCC2)cc1 (stereo not given)	2	0.0	-23%	?	-7%	-2	5%	2	0.6
CC(C)NC(=O)COC(=O)/C=C/c1ccc(F)cc1	-2	-0.2	2%	-10%	-7%	2	2%	-2	0.9
Cn1c(N)c(C(=O)COC(=O)c2cccc(S(=O)(=O)N3CCCCC3)c2)c(=O)n(C)c1=O	/	0.0	0%	8%	-1%	-4	3%	1	/
Cn1c(CN2CCN(CCO)CC2)c(C#N)c2ccccc21	/	-0.2	-20%	10%	3%	13	0%	-5	/
O=C(CN1C(=O)c2cccc3cccc1c23)Nc1ccc2c(c1)OCO2	-4	-1.6	-8%	20%	20%	0	7%	31*	-0.4
COCCCNC(=O)C[C@H]1C[C@H](C(=O)N2CCOCC2)[C@@]2(C)c3[nH]c4cc(-c5ccco5)ccc4c3CCN2C1=O	/	/	-9%	-22%	11%	-1	-4%	/	/
CCOC(=O)c1cc(CC)sc1NC(=O)COC	13	-0.2	-4%	3%	-2%	4	13%	2	-0.8

The last two compounds of the part above lead into the next:
Structure	D2 antag	TRHR agonist	USP1-UAF1 inh	rTrxR1 inhibitor	TrxR1 substrate	PI4K2A block	IDH1 R132H inh	TRHR enhancer	D2 ag
COCCCNC(=O)C[C@H]1C[C@H](C(=O)N2CCOCC2)[C@@]2(C)c3[nH]c4cc(-c5ccco5)ccc4c3CCN2C1=O	/	/	-9%	-22%	11%	-1	-4%	/	/
CCOC(=O)c1cc(CC)sc1NC(=O)COC	13	-0.2	-4%	3%	-2%	4	13%	2	-0.8
O=C(COC(=O)c1ccc([N+](=O)[O-])o1)Nc1nc2ccccc2s1	-5	0.2	-16%	?	-1%	-2	-5%	5	1.1
COc1ccccc1N1CCN(C(=O)Nc2ccc(F)c(Cl)c2)CC1	0	0.8	-20%	9%[57.1 µM]	4%[57.1 µM]	1	-5%	-1	0.6
Cc1ccc(C)c(N2CCN(C(=O)CS(=O)(=O)c3cccc4nsnc34)CC2)c1	/	-0.4	-7%	-12%[57.1 µM]	-7%[57.1 µM]	-4	4%	5	0.4
Cc1cc(=O)oc2cc(OCC(=O)NC3CCN(Cc4ccccc4)CC3)ccc12	-9	1.0	-4%	-1%	12%	5	-2%	-3	0.5
Cc1nc2nc(CNC(=O)c3cccc(F)c3)nn2c(C)c1CCC(=O)Nc1ccc(F)cc1	/	-0.5	9%	12%	6%	1	1%	-6	/
Cc1ccc2oc(C(=O)N3CCC(O)(c4ccccc4)CC3)c(C)c2c1	/	0.2	-28%	3%	-4%	1	1%	11	/
COc1ccc(S(=O)(=O)N2CCC(C(=O)NCc3ccccn3)CC2)cc1OC	7	-0.2	-20%	10%	-8%	1	-2%	0	-0.3
CCN1CCN(C(=O)c2ccc(Cl)c(S(=O)(=O)N3CCCCCC3)c2)CC1	2	0.7	-22%	16%[57.1 µM]	10%[57.1 µM]	-1	3%	-5	1.7
Cc1cccc(Nc2c3c(nc4nncn24)CCC3)c1C	/	-0.5	-16%	-16%	-2%	-3	-15%	2	0.2
CCC(C(=O)NCc1ccco1)n1nc(C)c2c(C)n(-c3ccccc3)nc2c1=O (stereo not given)	7	3.4	-7%	0%	-5%	2	0%	6	0.3
COc1ccc(C2C=C(c3cccs3)Nc3nc(CCCO)nn32)cc1 (stereo not given)	-4	99*	/	/	/	/	/	0	8.0
Cc1nc(NC(=O)C2CC2)sc1C(=O)Nc1ccccc1Cl	-16	1.9	8%	6%	-2%	2	-1%	3	0.1
O=C(NCc1ccco1)C1CCN(C(=O)N2CCOc3ccc(Cl)cc32)CC1	/	0.1	4%	-6%	-13%[11.4 µM]	1	20%	-9	0.4
Nc1c(C(=O)NCc2ccccc2)nnn1Cc1ccc(F)cc1	-5	1.2	-14%	6%[57.1 µM]	6%	2	16%	-3	1.8
Cn1cnc2c(=O)oc3ccc(S(=O)(=O)N4CCN(c5ccccc5)CC4)cc3c21	/	0.0	?	12%	1%	-4	3%	-3	/
O=C(O)C1=C[C@H](c2ccc(F)cc2)C[C@H](OCCCCO)O1	-3	-0.1	-32%	12%[57.1 µM]	-3%[57.1 µM]	-6	16%	2	1.0
COc1ccccc1OCCNC(=O)CCNS(=O)(=O)c1ccc(C)cc1	/	/	-10%	-7%[57.1 µM]	-1%[57.1 µM]	-10	2%	/	/
COc1ccc(CN2CCNC(=O)C2CC(=O)NC2CCCCCCC2)cc1C (stereo not given)	-8	0.0	-25%	?	-1%	-2	-12%	1	0.3
COc1cccc(C(=O)Nc2ccc(NC(=O)C3CC3)nc2)c1	1	0.3	-16%	17%	3%	-6	5%	-2	0.2
O=C1CC(C(=O)O)C(c2ccccc2)c2ccccc21 (stereo not given)	/	/	9%	-13%[57.1 µM]	-5%[2.29 µM]	-5	-3%	/	/
O=C(NCC(=O)N1CCC2(CC1)NCCc1[nH]cnc12)c1ccc(F)cc1	0	0.5	-23%	31%[activator]	4%	-3	2%	-4	0.7
Cc1ccc(Oc2nnc(-c3ccccc3)c3ccccc23)cc1	4	0.7	-14%	23%[57.1 µM]	5%[57.1 µM]	12	-9%	-5	0.2
CCN1CC=C2C(C#N)=C(N)C(C#N)(C#N)[C@H](c3cccc(OC)c3OC)[C@H]2C1	-7	12	32µM*	-15%	30%	0	?	-1	1.4
CCOc1ccc(C(=O)Nc2ccc3nc(N4CCN(CC)CC4)cc(C)c3c2)cc1	16	-0.1	-8%	8%	-2%	-1	-14%	-1	0.7
CCN1C(C(=O)c2ccccc2)=C(OC(=O)c2ccccc2OC)c2ccccc2S1(=O)=O	/	0.4	-13%	-2%	-2%	18	8%	-11	3.1
COc1ccc(CCn2c(N)c(C#N)c3nc4ccccc4nc32)cc1OC	13	0.0	?	-1%[57.1 µM]	13%[57.1 µM]	-7	4%	0	1.8
CCOC(=O)c1nnn(-c2nonc2N)c1COc1ccc(F)cc1	-2	-0.3	1%	-9%[57.1 µM]	1%[57.1 µM]	-3	7%	0	-0.8
COc1ccc(N2CCN(CCCNC(=O)c3sc4ncccc4c3-n3cccc3)CC2)cc1	/	-0.3	-11%	21%[57.1 µM]	5%[57.1 µM]	-1	-7%	-1	/
Cc1ccc(-n2c(SCC(N)=O)nc3c(oc4ccccc43)c2=O)cc1	15	-1.5&-0.4	-11%&-27%	20%&11%	0%&2%	5&6	-7%&-12%	-5&0	0.1&0.4
CCCCc1ccc(NC(=O)N[C@@H](CC(C)C)C(=O)O)cc1	9	-0.3	-13%	20%	2%	-6	0%	-2	-1.0
Cc1ccc(C2=NN(S(C)(=O)=O)C(c3cccs3)C2)cc1 (stereo not given)	0	0.1	-18%	-7%	-5%	-12	1%	-21	0.2
CC1CCCCC1NC(=O)NC(=O)COC(=O)C1=NN(c2ccccc2)C(=O)CC1 (stereo not given)	-16	-1.4	-20%	9%	-1%	7	2%	-1	-0.4
Cc1ccc(S(=O)(=O)N2CCN(C(=O)CN3C(=O)c4ccc([N+](=O)[O-])cc4C3=O)CC2)c(C)c1	/	0.1	-12%	-5%	-9%	4	4%	4	/
O=C(Nc1ncc2c(n1)-c1ccccc1CC2)C1CC1	10	-0.3	-3%	24%[57.1 µM]	-15%[57.1 µM]	-5	14%	-1	-2.9
COc1ccc2c(c1)C(=O)[C@@H](O)[C@H](c1ccc(OC)c(Br)c1)O2	-9	0.8	-31%	-24%	1%	-4	-5%[38.3 µM]	4	-0.2
Nc1sc(-c2ccccc2)cc1-c1n[nH]c(=S)n1C1CCCCC1	2	0.8	-7%	7%	6%	4	-5%	3	0.1
CCOC(=O)c1cnc2ccccc2c1Nc1ccc(C(=O)O)cc1	-10	0.4	-18%	-3%	-9%	-2	0%	2	-0.4
Cc1ccc(-c2nnc3ccccc3c2C(=O)Nc2cccc(C(F)(F)F)c2)cc1	/	-0.5	-25%	-4%[57.1 µM]	-7%[57.1 µM]	0	-7%	5	-0.1
C/C=C1\C(OC2OC(CO)C(O)C(O)C2O)OC=C(C(=O)OC)C1CC(=O)OCC1C(C)C(OC(=O)CC2C(C(=O)OC)=COC(OC3OC(CO)C(O)C(O)C3O)/C2=C\C)CC1C(CO)CO (stereo not given)	-9	0.0	6%	-3%	1%	-6	-12%	-1	-0.2
CCNc1nc(NCc2ccccc2)nc(Oc2ccc(=O)[nH]n2)n1	13	0.9	-16%	15%	10%	-8	7%	0	0.0
CC(=O)NCCN=C(C)c1sc2ccccc2c1O	-19	-0.1	-7%	14%[57.1 µM]	-15%	-1	-10%	2	0.0
CC1CC1c1ccc(/C=C(\C#N)C(=O)Nc2cc(Cl)ccc2Cl)o1 (stereo not given)	1	1.8	?	-13%	-3%	-3	5%	2	0.8
